RGS4 act = potentiators or activators of RGS4 | B-score at 10 µM | HEK293 M3R/inducible RGS4, carbachol calcium flux Fluo4; active compounds read low | 0.92% of 310,000 active | AID 463111;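 active = B-score of the integrated calcium signal more than 4 SD below the library mean, with starting fluorescence not abnormally high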;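 note: negative B-score means reduced calcium response which marks RGS4 activation or potentiation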
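Material: M3R-expressing HEK293 line, RGS4 induced by doxycycline | Schedule: Overnight RGS4 induction, 30 min dye load 37 °C, 20 min compound RT | Measured by: Fluo4 fluorescence kinetic imaging of calcium | Read-out: Integrated calcium ratio converted to B score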
TMEM16A inh = blocks the mouse calcium-activated chloride channel TMEM16A; Q8BHY3; HEK293 TMEM16A/YFP iodide influx fluorescence, ionomycin; normalized B-score (activity score, 25-100; higher = stronger inhibition) at 10 µM; 1.2% of 310,000 active;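 active = ratio plate-corrected score three or more library SD toward inhibition, starting fluorescence score within five deviations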;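 note: score derived from kinetic fluorescence span divided by baseline fluorescence per well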
KCNK3 inh = human KCNK3 channel inhibition, primary screen. AID 602410. B-score at 10 µM. 0.84% of 340,000 active. O14649. CHO-KCNK3 thallium flux, FluxOR fluorescence; active compounds read low;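 active = B-score under library mean minus 4 SD, starting fluorescence ratio at most library mean plus 5 SD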;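 note: more negative B-score means stronger inhibition of thallium flux through KCNK3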
HDAC3 inh = inhibitors of human histone deacetylase 3; 0.15% of 320,000 active; O15379; inhibition, % at 8.3 µM; recombinant HDAC3, fluorogenic peptide/trypsin coupled, fluorescence; in the data active = inhibition above about 26%, passing the limit was not always enough
hERG rescue = compounds protecting human hERG from proarrhythmic drug block; Q12809; activation (rescue from dofetilide block), less the hit threshold, % at 10 µM; CHO-hERG, FluxOR thallium flux, dofetilide IC70 present; 0.51% of 310,000 active;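 active = activation above the mean of controls blocked by dofetilide plus 5 SD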;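 note: thallium influx through hERG after potassium depolarization seen as dye fluorescence rise; in these data hits start at about 4.7%; inactives centre near -7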
Target sequence (Q12809 whole entry, looked up): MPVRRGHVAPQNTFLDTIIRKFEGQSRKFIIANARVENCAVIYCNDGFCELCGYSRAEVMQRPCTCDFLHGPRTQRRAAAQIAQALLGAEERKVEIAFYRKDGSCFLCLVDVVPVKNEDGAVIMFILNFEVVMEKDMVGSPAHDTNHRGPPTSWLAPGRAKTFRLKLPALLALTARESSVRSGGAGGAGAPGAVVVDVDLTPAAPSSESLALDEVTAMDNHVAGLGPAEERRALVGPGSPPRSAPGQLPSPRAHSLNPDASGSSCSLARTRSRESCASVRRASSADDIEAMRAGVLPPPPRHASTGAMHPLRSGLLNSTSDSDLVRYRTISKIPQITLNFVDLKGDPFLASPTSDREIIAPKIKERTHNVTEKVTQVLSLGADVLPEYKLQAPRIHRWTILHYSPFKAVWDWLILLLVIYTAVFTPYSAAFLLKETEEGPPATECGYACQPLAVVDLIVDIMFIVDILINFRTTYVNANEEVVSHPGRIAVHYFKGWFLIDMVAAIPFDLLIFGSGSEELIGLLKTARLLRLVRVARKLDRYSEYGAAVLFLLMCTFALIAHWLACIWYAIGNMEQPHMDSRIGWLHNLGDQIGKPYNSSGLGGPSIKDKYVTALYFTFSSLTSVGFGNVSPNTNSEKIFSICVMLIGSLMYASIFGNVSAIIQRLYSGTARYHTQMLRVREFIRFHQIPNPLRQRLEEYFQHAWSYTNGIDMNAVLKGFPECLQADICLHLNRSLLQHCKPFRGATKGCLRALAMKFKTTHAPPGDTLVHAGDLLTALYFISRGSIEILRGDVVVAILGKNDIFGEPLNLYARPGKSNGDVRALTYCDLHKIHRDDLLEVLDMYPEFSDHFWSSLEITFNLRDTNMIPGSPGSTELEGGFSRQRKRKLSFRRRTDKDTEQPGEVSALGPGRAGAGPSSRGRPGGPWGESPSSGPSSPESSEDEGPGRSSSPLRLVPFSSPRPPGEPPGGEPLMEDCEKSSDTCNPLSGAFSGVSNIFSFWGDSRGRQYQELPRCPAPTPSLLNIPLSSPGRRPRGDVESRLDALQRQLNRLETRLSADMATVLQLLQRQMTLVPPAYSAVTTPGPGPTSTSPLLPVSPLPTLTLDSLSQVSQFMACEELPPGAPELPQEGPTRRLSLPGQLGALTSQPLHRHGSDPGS
KCNK9 inh = human KCNK9 channel inhibition. Q9NPC2. HEK293 KCNK9, FluxOR thallium flux fluorescence; active compounds read low. B-score at 10 µM. 1.2% of 310,000 active. AID 488922;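 active = ratio B-score over 3 SD below the library mean, with starting fluorescence within 5 SD of its mean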;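 note: negative B-score means less thallium flux so channel inhibition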
KCNQ1 pot = potentiators or activators of human KCNQ1 potassium channel; CHO-K1 KCNQ1, thallium flux FluxOR fluorescence; active compounds read high; B-score at 10 µM; 0.35% of 310,000 active; P51787; AID 2648;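 active = fluorescence ratio B-score, a plate-corrected score, at least three library SD, with initial intensity B-score within 5 SD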
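Schedule – 37 °C overnight plating, 90-min dark dye load, 20-min compound pretreatment · System – stable KCNQ1 CHO-K1 line · Probe or stimulus – thallium- and potassium-containing depolarizing buffer · Measured by – kinetic FluxOR fluorescence, 10 s baseline plus 110 s post-stimulus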
RGS4 inh = inhibitors of human RGS4. P49798. HEK293 M3R/RGS4 inducible, Fluo-4 calcium flux; active compounds read high; triggered by carbachol at its EC20. B-score at 10 µM. 0.45% of 310,000 active. AID 463165;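 active = B-score, a plate-corrected calcium signal, over three deviations above library mean, with baseline fluorescence within five deviations of library mean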;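 note: RGS4 expression induced by doxycycline in cells with stable M3 receptor; B-score is computed from the integrated fluorescence ratio over baseline after carbachol; higher B-score means a larger calcium signal and so more RGS4 inhibition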
ANO1 activ = mouse TMEM16A channel activation, primary screen; B-score at 10 µM; HEK293 TMEM16A/YFP-H148Q/I152L, iodide quench fluorescence; active compounds read low; 0.3% of 340,000 active; Q8BHY3; AID 623877;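 active = fluorescence-ratio B-score plate-corrected deviation score at least 3 library SD below zero, with starting fluorescence score within 5 deviations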;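 note: channel opened by trigger with iodide after compound preincubation; score built on the fluorescence ratio of max minus min over baseline; more negative score means more quench and so TMEM16A activation or potentiation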
SKKanGAS inh = inhibitors of SKKanGAS S. pyogenes growth in kanamycin (SK-promoter or general growth effect); inhibition, % at 7.5 µM; AID 1662; BacTiter-Glo, 6 h; 1.3% of 300,000 active;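 active = mean replicate score, as percent of positive control median, at least 50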;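 note: strain carries kanamycin resistance gene driven by streptokinase promoter and grows in 40 µg/ml kanamycin; loss of luminescence reflects streptokinase promoter inhibition or plain growth inhibition; 0% = median of DMSO wells and 100% = positive control at its reference dose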
KCNQ1 inh = blocks the human KCNQ1 potassium channel. P51787. CHO-K1 KCNQ1, FluxOR thallium flux fluorescence; active compounds read high. B-score at 10 µM. 1.3% of 310,000 active. AID 2642;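 active = compounds whose thallium flux B-score, printed positive for inhibition, exceeds three library SD while starting fluorescence stays within three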;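 note: channel opened by potassium depolarization with thallium stimulus after 20 min compound exposure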
Numbers without * were called inactive; i = inactive; . = not tested or not shown. An unsorted share of the library; overall some 6.3% were active at least once.

SMILES	RGS4 act	TMEM16A inh	KCNK3 inh	HDAC3 inh	hERG rescue	KCNK9 inh	KCNQ1 pot	RGS4 inh	ANO1 activ	SKKanGAS inh	KCNQ1 inh
CSc1ccccc1C(=O)Nc1nccs1	i	i	i	3	-11	i	i	i	i	0	i
O=C(Nc1ccccc1N1CCCC1)c1cc(S(=O)(=O)N2CCOCC2)ccc1Cl	i	i	i	1	-7	i	i	i	i	9	i
CCN1CCCC1CNC(=O)Cn1cccc1C(=O)c1ccccc1C (stereo not given)	i	i	i	1	-6	i	i	i	i	-13	i
CC(C)c1nnc(NC(=O)C2CCN(c3cnccn3)CC2)s1	i	i	i	0	-14	i	i	i	i	-4	i
CN(C)CCNC(=O)c1cc2sc3ccccc3c2s1	i	i	i	-4	-12	i	i	i	i	3	i
Cc1cccc(NC(=O)CN2C(=O)NC3(CCCC3)C2=O)n1	i	i	i	.	-11	i	i	i	i	24	i
Cc1ccn2c(/C=N/OCc3cccc(F)c3)c(-c3ccc(Cl)cc3)nc2c1	i	i	i	0	-16	-8.4*	i	i	i	12	i
Oc1c(Br)cc(C2N=C(c3ccccc3Cl)NO2)cc1Br (stereo not given)	i	i	i	6	-11	i	i	i	i	15	i
O=C(O)C[C@H]1c2cc(C(F)(F)F)ccc2S(=O)(=O)N1C1CCN(Cc2ccccc2)CC1	i	i	i	1	1	i	i	i	i	0	i
CCCCN(C)CCNC(=O)c1cc2cc3ccc(OC)cc3nc2o1	i	i	i	-271	-4	i	i	i	i	3	i
O=C(COC(=O)c1nsc(Cl)c1Cl)NC1CCCCC1	i	i	i	9	-10	i	i	i	i	-2	i
O=C(c1ccc(NS(=O)(=O)c2cccs2)cc1)N1CCCCC1	i	i	i	6	-8	i	i	i	i	-18	i
C/C(=N\NC(=O)c1cc(Br)ccc1O)c1cccs1	i	i	i	-8	2	i	i	i	i	1	i
CCOc1ccc(C(=O)N2CCC3(CC2)NCCc2[nH]cnc23)cc1	i	i	i	-1	-10	i	i	i	i	0	i
CC(=O)Nc1ccc(S(=O)(=O)NCC2CCCO2)cc1 (stereo not given)	i	i	i	-6	-8	i	i	i	i	-5	i
Nc1ccc(-c2nc3cc(N)ccc3o2)cc1	i	i	i	-14	-1	i	i	i	i	13	i
CCOC(=O)c1c(-c2ccccc2)c2cc(OC)ccc2n1CCCN(C)C	i	i	i	-9	-5	i	i	i	i	-4	i
CN(C)S(=O)(=O)c1ccc(C(=O)Nc2nnc(Cc3ccccc3)s2)cc1	i	i	i	0	0	i	i	i	i	1	i
O=C(C1CC(=O)N(c2ccc(F)cc2)C1)N1CCN(c2ccccc2)CC1 (stereo not given)	i	i	i	1	-13	i	i	i	i	6	i
Oc1ccc2ccccc2c1-c1sc(Nc2ccccc2)n[n+]1-c1ccc(F)cc1	i	i	i	-3	-22	i	i	i	i	9	9*

Looked up above:
In hERG rescue, CN(C)S(=O)(=O)c1ccc(C(=O)Nc2nnc(Cc3ccccc3)s2)cc1 has the entry 0
In hERG rescue, CCCCN(C)CCNC(=O)c1cc2cc3ccc(OC)cc3nc2o1 has the entry -4
In HDAC3 inh, CCN1CCCC1CNC(=O)Cn1cccc1C(=O)c1ccccc1C (stereo not given) has the entry 1
In HDAC3 inh, O=C(O)C[C@H]1c2cc(C(F)(F)F)ccc2S(=O)(=O)N1C1CCN(Cc2ccccc2)CC1 has the entry 1
In SKKanGAS inh, CN(C)CCNC(=O)c1cc2sc3ccccc3c2s1 has the entry 3
In hERG rescue, CCOC(=O)c1c(-c2ccccc2)c2cc(OC)ccc2n1CCCN(C)C has the entry -5

Next part:
SMILES	RGS4 act	TMEM16A inh	KCNK3 inh	HDAC3 inh	hERG rescue	KCNK9 inh	KCNQ1 pot	RGS4 inh	ANO1 activ	SKKanGAS inh	KCNQ1 inh
O=C(CNC(=O)C12CC3CC(CC(C3)C1)C2)N/N=C\c1ccco1	i	i	i	13	-8	i	i	i	i	3	i
C[C@H](O)[C@@H](C(=O)N1CCN(C(=O)OC(C)(C)C)CC1)n1cc(CCCCNC(=O)OC(C)(C)C)nn1	i	i	i	10	1	i	i	i	i	0	i
Cc1ccc(-n2c(SCc3ccc([N+](=O)[O-])cc3)nc3ccccc3c2=O)cc1	i	25*	i	4	-12	i	i	i	i	0	i
CC(C)n1nc(C(=O)Nc2cccc(S(=O)(=O)NCc3ccco3)c2)c2ccccc2c1=O	-7.2*	i	i	5	-16	i	i	i	i	7	i
CCOC(=O)c1c(C)c(C(=O)Nc2ccc3c(c2)OCO3)c(C)n1C	i	i	i	2	-5	i	i	i	i	1	i
Clc1ccc(Nc2ncn[nH]2)c(Cl)c1	i	i	i	-6	-5	i	i	i	i	16	i
COc1c(F)c(F)cc2c(=O)c(C(=O)O)cn(C3CC3)c12	i	i	i	12	-3	i	i	i	i	5	i
COc1ccc(CC(=O)NCc2cccs2)cc1	i	i	i	0	-10	i	i	i	i	1	i
COc1ccc(C[C@H]2CN3C(=NC[C@H]3C)N2CCNC(=O)c2ccc(C)c(Br)c2)cc1	i	i	i	-1	-11	i	i	i	i	-2	i
CSc1ccc(CCNC(=O)C2CCCN(c3nn4c(=O)cc(C)nc4s3)C2)cc1 (stereo not given)	i	i	i	0	-6	i	i	i	i	-1	i
Cc1noc(C)c1COc1ccc(C(=O)NCC2CCCO2)cc1 (stereo not given)	i	i	i	-6	-2	i	i	i	i	-5	i
COc1ccc2[nH]cc(CCNC(=O)CCC3CCCCC3)c2c1	i	i	i	1	-11	i	i	i	i	-9	i
CNC(=O)C(=O)Nc1cc2c3c(c1)C(C)C(=O)N3CCC2 (stereo not given)	i	i	i	-3	-12	i	i	i	i	-3	i
CCCCNS(=O)(=O)c1ccc2nc(SCC(=O)Nc3cccc(F)c3)[nH]c2c1	i	i	i	3	-12	i	i	i	i	28	i
CCOC(=O)Cc1csc(NC(=O)CSc2nnc(-c3ccc(NS(=O)(=O)CC)cc3)o2)n1	i	i	i	-7	-10	i	i	i	i	6	i
Cc1ccc(S(=O)(=O)c2cc3c(=O)n4ccccc4nc3n(Cc3ccco3)c2=N)cc1C	i	i	.	-16	-9	i	i	i	.	24	i
CC(=O)c1cccc(NS(=O)(=O)c2ccc3c(c2)oc(=O)n3C)c1	i	i	i	-4	-14	i	i	i	i	2	i
CSc1nnc(CSCc2ccc(Cl)cc2Cl)n1-c1ccccc1	i	i	i	2	-11	i	i	i	i	3	i
O=C(N/N=C/c1ccc2c(c1)OCO2)c1ccc(NS(=O)(=O)c2cccs2)cc1	i	i	i	1	-10	i	i	i	i	-1	i
COC(=O)/C(=C\c1c(OC)cc(OC)cc1OC)C(=O)c1ccc2c(c1)OCO2	i	i	i	5	-12	i	i	i	i	-5	i
COc1ccc(N(C(=O)CNC(=O)c2ccco2)C(C(=O)NCC2CCCO2)c2ccccc2)c(OC)c1 (stereo not given)	i	i	i	1	-8	i	i	i	i	2	i
CN(C)c1ccc(/C=C(/C(=O)c2ccc(Cl)cc2Cl)n2cncn2)cc1	i	i	i	.	-10	i	i	i	i	5	i
CCOC(=O)c1cc(C(C)C)sc1NC(=O)COC(=O)c1nccnc1N	i	i	i	.	-10	i	i	i	i	30	i
CCc1cc2cccc(C)c2nc1SCC(=O)c1ccc(NC(C)=O)cc1	i	i	i	0	-12	i	i	i	i	-13	i
COc1ccc(NC(=O)CS(=O)CC(=O)N2CCN(C3CCCC3)CC2)cc1 (stereo not given)	i	i	i	-2	-5	i	i	i	i	-7	i
Cn1c(SCC2CCCO2)nnc1-c1ccncc1 (stereo not given)	i	i	i	-7	-14	i	i	i	i	-1	i
Cc1cc(C)n(-c2ncc(C#N)cn2)n1	i	i	i	-1	-9	i	i	i	i	-4	i
CCN1CCC(NC(=O)Nc2ccccc2C(=O)OC)CC1	i	i	i	-11	-10	i	i	i	i	-9	i
COc1ccccc1/C=N\NC(=O)c1ccc(COc2ccc(C)c(C)c2)o1	i	i	i	-1	-4	i	i	i	i	4	i
O=C(N1CCOCCOc2ccccc2OCCOCC1)C(F)(F)F	i	i	i	-1	-9	i	i	i	i	-3	i
Cc1ccc(S(=O)(=O)N2CCCC(CCC(=O)NCc3ccccc3F)C2)s1 (stereo not given)	i	i	i	-12	-3	-8*	i	i	i	7	i
O=C(c1ccccc1C(=O)N1CCN(c2ccccc2)CC1)N1CCN(c2ccccc2)CC1	i	i	i	5	-6	i	i	i	i	0	i
CS(=O)(=O)c1ccc(C(=O)NCc2ccc(F)cc2)cc1	i	i	i	-2	-14	i	i	i	i	1	i
COc1ccc(-c2nnc(SCC(=O)NC(C)c3ccccc3)o2)cc1OC (stereo not given)	i	i	i	3	-14	i	i	i	i	-2	i
O=C1CSC(c2cccnc2)N1c1ccc(Cl)cc1 (stereo not given)	i	i	i	16	-2	i	i	i	i	-4	i
O=C(Nc1cccc(C(F)(F)F)c1)c1ccccc1NC(=O)C1CCCCC1	i	i	i	-1	-2	i	i	i	i	6	i
CCCNC(=O)NC(=O)CSc1nc(C)cs1	i	i	i	1	-2	i	i	i	i	6	i
Cc1cc(OCCN2CCOCC2)ccc1Cl	i	i	i	1	-2	i	i	i	i	-3	i
COc1ccc(CN2CCNC(=O)C2CC(=O)NC2CCCCCCC2)cc1OC (stereo not given)	i	i	i	3	-8	i	i	i	i	-3	i
COc1ccccc1NS(=O)(=O)c1ccc(Cl)c(NC(=O)c2sc3cc(Cl)ccc3c2Cl)c1	i	i	i	1	-14	i	i	i	i	-1	i
COc1ccc2cc(/C=N/O)c(Cl)nc2c1	i	i	i	-18	-3	i	i	i	i	0	i
CCCn1c(SCC(=O)Nc2c(C)cccc2CC)nnc1C(C)C	i	i	i	2	0	i	i	i	i	-2	i

Single records, from the list above. Values in the order: RGS4 act	TMEM16A inh	KCNK3 inh	HDAC3 inh	hERG rescue	KCNK9 inh	KCNQ1 pot	RGS4 inh	ANO1 activ	SKKanGAS inh	KCNQ1 inh
`COc1ccccc1/C=N\NC(=O)c1ccc(COc2ccc(C)c(C)c2)o1` as listed: i	i	i	-1	-4	i	i	i	i	4	i
`COc1ccc(-c2nnc(SCC(=O)NC(C)c3ccccc3)o2)cc1OC` (stereo not given) as listed: i	i	i	3	-14	i	i	i	i	-2	i
`O=C(N1CCOCCOc2ccccc2OCCOCC1)C(F)(F)F` as listed: i	i	i	-1	-9	i	i	i	i	-3	i
`CCCNC(=O)NC(=O)CSc1nc(C)cs1` as listed: i	i	i	1	-2	i	i	i	i	6	i
